IkB sig inh – IkB Signaling. 110,000 compounds, 0.04% hits. Potency, µM (titrated, usually from 57.1 µM), for the others: at the highest dose IkBa stabilization activation. ABC-DLBCL IkBa-CBG/CBR dual luciferase ratio, 4 h; response scale: scaled: untreated 0%, proteasome inhibitor 100%; active = well fitted curve in the direction sought with a large enough effect in the signal ratio, not every such curve was filed as active; inconclusive = small, poorly fitted or top-dose-only effect, or a change in a side signal; the % refers to the signal ratio;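 note: the direction sought is a rising ratio; 0% = basal untreated cells and 100% = reference inhibitor full response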
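Curves were fitted separately to fusion (green), unfused (red) and ratio luminescence, then classed by r2, magnitude and activity. Cells: OCI-Ly3, 4 h compound plus doxycycline at 37C; 10 uM MG-132 defined full response.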
Peg3 imprint – qHTS Assay for Compounds that Induce Erasure of Genomic Imprints | Potency, µM (highest dose often 60.7 µM), for the others: at the top dose activity change, positive = activation, most hits filed as activators | 110,000 compounds, 0.02% hits | mouse ES Peg3-LacZ reporter, beta-gal luminescence, 40 h;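 note: 0% = negative control wells on the plate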
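Each well holds 300 Peg3LacZ-Neo (maternal) female ES cells incubated 40 h at 37C, 5% CO2. LacZ is measured by BetaGlo luminescence, with AC50 and maximum efficacy derived from dose-response curves.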
p53ts 39C tox – qHTS Screen for Compounds that Selectively Target Cancer Cells with p53 Mutations: Cytotoxicity of p53ts Cells at the Nonpermissive Temperature; 130,000 compounds, 1.5% hits; H1299-p53A138V viability at 39C, ATP luminescence, 24 h; Potency, µM (series often up to 46.1 µM), for inactives: at the highest dose activity change, negative = cell killing, usual class: cytotoxic; note: nearly all actives have a fitted effect of over 55% in size
p53ts 32C tox – qHTS Screen for Compounds that Selectively Target Cancer Cells with p53 Mutations: Cytotoxicity of p53ts Cells at the Permissive Temperature. H1299-p53A138V at 32C, ATP luminescence viability, 24 h. Potency, µM (doses to about 46.1 µM), inactives show top-dose activity change, negative = cytotoxicity, usual class: cytotoxic. 130,000 compounds, 0.93% hits. AID 924, 2007;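 note: 0% = DMSO and -100% = full killing by reference compound; nearly all actives have a fitted effect of over 55% in size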
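Cells: H1299 p53ts (A138V), 600/well, pre-incubated 16–30 h at 37C. Cpd up to 46 uM, 24 h, 32C. Readout: ATPlite luminescence, 20 min RT. Normalization: DMSO vs tamoxifen 100 uM. AC50 by Hill equation.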
* hit, by the source's call; ? = inconclusive; . = not tested or not shown; & = joins results of further samples; [ ] = dose if it differs, or a comment. Unless noted, calls come from the whole dose curve; as a rule, active = well fitted curve in the direction sought with a large enough effect; inconclusive = small, poorly fitted or top-dose-only effect, or another doubt; inactive = no such curve, though single readings can be large; an effect the other way counts as inactive or inconclusive. Unless noted, % is set by controls: 0 for no effect and ±100 for the full control effect; potency is the fitted concentration of half-maximal effect.

SMILES	IkB sig inh	Peg3 imprint	p53ts 39C tox	p53ts 32C tox
Cc1nnn(C23CC4CC(CC(C4)C2)C3)n1	1.1%	-3.9%	15.0%	-2.2%
CC(Oc1ccccc1Br)C(=O)N1CCc2ccccc21 (stereo unspecified)	1.8%	-33.1%[inhibitor]	-27.2%	-3.8%
O=C(O)c1ccccc1CN1CCC[C@@H](C(=O)O)C1	-0.3%[11.4 µM]	9.7%[10.9 µM]	3.5%[9.22 µM]	0.4%[9.22 µM]
O=C(O)c1cnn2c1NC(c1cccs1)CC2C(F)(F)F (stereo unspecified)	1.2%	-1.6%	-5.4%	-12.0%
COC(=O)c1ccc(C)c(NC(=O)CCc2cc(OC)c(OC)c(OC)c2)c1	.	.	17.1%	4.1%
COc1ccc(CCNC(=O)CCn2c(=O)c3ccccc3n(Cc3ccccc3)c2=O)cc1OC	1.4%	-14.4%[10.9 µM]	-3.6%	-3.6%
CCCN(c1ccc(C(C)C)cc1)S(=O)(=O)c1ccc2c(c1)oc(=O)n2CC(=O)OCC	?	-10.0%[10.9 µM]	-21.5%	12.0%
CC1CCN(S(=O)(=O)c2cc(C(=O)Nc3ccc(Br)cc3F)n(C)c2)CC1	2.1%	-7.1%[10.9 µM]	-17.9%	-4.8%
CCOC(=O)COc1ccc(S(=O)(=O)NCCC2=CCCCC2)cc1	3.0%	3.4%	44.3%[activator]	-17.3%
COCCNC(=O)CS(=O)Cc1nc(-c2ccc(Cl)cc2)oc1C (stereo unspecified)	1.1%	3.7%	1.0%	-3.1%
O=S(=O)(c1ccccc1)n1ccc2ccccc21	5.5%	-11.9%	-6.2%	2.6%
O=C(NCc1ccco1)C(Cc1ccccc1)NS(=O)(=O)c1cccc2nsnc12 (stereo unspecified)	1.1%	-6.0%	-1.5%	-10.0%
COc1cccc(-c2nc3c(C#N)c[nH]n3c2NC2CCCCC2)c1	0.7%	2.7%[10.9 µM]	-5.5%	-1.3%
Cc1cc(NC(=O)CCCN2C(=O)/C(=C\c3cccs3)SC2=S)no1	.	.	-9.5%	11.4%
COc1cccc(CN2CCc3nc(Nc4ccc5c(c4)OCCO5)ncc3C2)c1	2.8%	-7.1%[10.9 µM]	-16.4%	-19.7%
Cc1cc(C)n2nc(SCC#N)nc2n1	-2.1%	-0.2%	0.0%	2.4%
CCOC(=O)N1CCN(C(=O)CN(Cc2ccccc2)S(=O)(=O)c2ccc(OC)c(C)c2)CC1	2.1%	4.3%	-4.1%	2.5%
CC1CC2(CC(C)(C(=O)CSc3n[nH]c(-c4ccccc4Cl)n3)OC2=O)C(=O)O1 (stereo unspecified)	-6.3%	-6.6%	4.0%	14.9%
CCc1ccccc1NC(=O)c1cc(S(=O)(=O)N2CCc3ccccc32)ccc1F	?	-20.7%[10.9 µM]	-27.8%	10.6%
O=C(C1CCCO1)N1CCc2ccccc21 (stereo unspecified)	1.4%	-8.6%	-0.6%	3.6%
CC1CCC(C(=O)NC(C(=O)NCCN2CCC(C)CC2)C(C)C)CC1 (stereo unspecified)	0.2%	-3.0%	-7.6%	-0.1%
COc1ccc(C2C(=O)N(C3CCC(C)CC3)CC(=O)N2CCc2ccccc2)cc1OC (stereo unspecified)	-1.4%	-12.7%[10.9 µM]	-17.2%	16.5%
CCOC(=O)[C@]1(C(/C=C/c2ccco2)NC(=O)OC)CCCC1=O (stereo partly specified)	.	.	5.7%[9.22 µM]	-2.7%[9.22 µM]
COc1cc(OC)c(NC(=O)CCNS(=O)(=O)c2ccc3c(c2)oc(=O)n3C)cc1Cl	?	-16.4%[10.9 µM]	-6.1%	-0.1%
CC(C)Cn1nc(NC(=O)C2CCCO2)c2cc3ccccc3nc21 (stereo unspecified)	6.6%	-9.2%	2.8%	7.8%
Cc1ccccc1N1C(=O)c2ccccc2C1Nc1cccnc1 (stereo unspecified)	2.2%	0.0%	10.1%	1.8%
CCOc1ccc(CC(=O)NCCc2csc(-c3ccc(C)cc3)n2)cc1	?	-5.1%[10.9 µM]	-13.1%	4.3%
CC(=O)Nc1ccc(-c2nn[nH]n2)cc1Cl	-0.3%	0.5%	-0.9%	3.7%
CC(=O)Nc1cc2c(cc1NC(=O)Cn1nc(-c3ccccc3F)ccc1=O)OCCO2	3.1%	-6.6%	5.5%	0.4%
COC(=O)N1CC(c2ccccc2)CC1=O (stereo unspecified)	-1.2%	-6.0%	7.9%	-2.4%
Cc1ccccc1Nc1c(-c2ccsc2)nc2c(C)cccn12	?	6.6%[10.9 µM]	-15.9%	?
O=C(CN1CCN(c2ccc(F)cc2)CC1)Nc1cccc(C(F)(F)F)c1	1.7%	-12.9%	-26.6%	-11.6%
Cc1[nH]c(N)nc(=S)c1CCC(=O)O	0.4%[11.4 µM]	5.5%[10.9 µM]	-0.4%[9.22 µM]	-0.5%[9.22 µM]
Nc1nc(SCC(=O)c2ccc(Oc3ccccc3)cc2)n[nH]1	-3.3%	-11.6%	-2.3%	5.8%
C=C1CCO[C@@]2([C@H](O)[C@@](C)(O)CO)NC(=O)[C@]1(O)NC2=O	0.4%[11.4 µM]	-12.9%[10.9 µM]	6.0%[9.22 µM]	9.8%[9.22 µM]
Cc1ccc(-n2nc3c(N4CCC(C(=O)N(C)Cc5ccccc5)CC4)nnc(C)c3c2C)cc1	?	2.0%[10.9 µM]	-2.9%	6.6%
CCOc1cc2[nH]c(=O)n(CC3CCC(C(=O)NCCCOC)CC3)c(=O)c2cc1OCC (stereo unspecified)	-0.5%	16.5%	3.7%	9.6%
O=C(c1cnccn1)N(c1ccccc1)C1(C(=O)NC2CCCC2)CCCCC1	0.6%	-15.5%	-6.5%	-1.1%
C=C1CCC(O)C/C1=C/C=C1\CCC[C@@]2(C)C(C(C)/C=C/C(C)C(C)C)CC[C@@H]12 (stereo partly specified)	.	-12.0%	-11.0%	3.7%
Cc1ccc(C2=CC(c3ccc(N(C)C)cc3)n3nnnc3N2)cc1 (stereo unspecified)	0.5%	-13.8%	-4.8%	-1.3%
Cc1nn(C)c(C)c1S(=O)(=O)N(CC(=O)Nc1nccs1)c1ccc(C(C)C)cc1	-0.2%	-9.0%	-7.4%	0.8%
CCc1nc(SCCO)c2oc3ccccc3c2n1	-4.0%	-15.1%	-5.2%	-14.6%
Cc1cccc(Cn2c(=O)c3c(nc4n3CCN4Cc3ccco3)n(C)c2=O)c1	2.9%	3.8%	23.4%	-3.4%
Cc1ccccc1NC(=O)c1ccc(S(=O)(=O)N(C)C)cc1	2.0%	1.8%	9.5%	3.2%
Cc1c(C(=O)N2CCN(c3ccc(F)cc3)CC2)sc2nc(-c3ccccc3)cn12	-0.8%	-24.5%	-0.8%	-0.5%
CCCS(=O)(=O)c1c(S(=O)(=O)CCC)c2cc(CC)ccn2c1C(=O)c1ccc(Cl)cc1	0.2%	-11.9%[10.9 µM]	19.7%	7.0%
CCCN(CCC)S(=O)(=O)c1ccc(C(=O)Nc2cccc(-c3nc4ccccc4[nH]3)c2)cc1	?	22.3%[10.9 µM]	-15.7%	-6.1%
Cc1sc2ncnc(Sc3ccccc3C(=O)Nc3ccccc3Cl)c2c1C	.	.	13.2%	2.5%
COCCn1c(SCC(=O)Nc2cccc(OC)c2)nnc1-c1ccc(Cl)cc1	0.7%	-14.0%	4.6%	3.4%
c1ccc2c(c1)nc1n2CCN1CCNC1CCCCC1	-4.0%	-10.5%	7.4%	-0.9%
Cc1cc(OCC(=O)NCCO)cc(C)c1Cl	0.8%	-5.9%	-0.6%	-15.3%
O=C(Cn1cnc2ccccc2c1=O)N1CCN(Cc2ccccc2)CC1	3.3%	5.7%	11.1%	-2.2%
CCOc1ccccc1NC(=O)CC1NCCNC1=O (stereo unspecified)	1.8%	1.5%	12.7%	0.6%
C[C@@]1(O)C(O)[C@@H](CO)O[C@H]1n1cnc2c(NC3CCCC3)nc(Cl)nc21 (stereo partly specified)	.	-6.3%	-6.8%	-2.7%
CCOC(=O)CCSc1nc(C)c2cc(OC)ccc2n1	.	.	-6.4%	-10.1%
Cc1cccc(-n2c(-c3ccco3)nc3c(cnn3-c3ccc(F)cc3)c2=O)c1	3.7%	8.2%[10.9 µM]	-6.4%	18.6%
COc1ccc(S(=O)(=O)NCC(c2ccco2)S(=O)(=O)c2cccs2)cc1F (stereo unspecified)	-1.9%	-8.3%[10.9 µM]	28.1%	10.3%
CSc1cccc(NC(=O)CN2C(=O)COc3ccc(Cl)cc32)c1	?	-4.1%[10.9 µM]	-12.1%	-9.4%
COc1ccc(-n2nnc3c(=O)n(CC(=O)N4CCCc5ccccc54)cnc32)cc1	1.7%	-21.8%	1.6%	-5.7%
Cc1cccc(Nc2ncnc3nc[nH]c23)c1	?	-12.0%	-12.5%	5.5%

Entries of single compounds from above. Values in the order: IkB sig inh | Peg3 imprint | p53ts 39C tox | p53ts 32C tox
Record of Cc1cccc(Nc2ncnc3nc[nH]c23)c1 : ? | -12.0% | -12.5% | 5.5%
Record of COc1ccc(S(=O)(=O)NCC(c2ccco2)S(=O)(=O)c2cccs2)cc1F (stereo unspecified) : -1.9% | -8.3%[10.9 µM] | 28.1% | 10.3%

Next part.
SMILES	IkB sig inh	Peg3 imprint	p53ts 39C tox	p53ts 32C tox
CCCS(=O)(=O)c1nc(S(=O)(=O)c2ccc(C)cc2)c(NCCCOC(C)C)s1	1.3%	-9.1%[10.9 µM]	-4.1%	13.7%
Cc1ccccc1S(=O)(=O)Cc1ccc(C(=O)NCCCN2CCN(C)CC2)o1	0.4%	-7.4%	-4.5%	-6.2%
CCOc1ccc(CCNC(=O)c2cc(C)nc3c2c(C)nn3-c2cccc(F)c2)cc1	-4.4%	-2.0%[10.9 µM]	-16.2%	-9.8%
Cc1ccc(-n2ncc3c(NCCC4=CCCCC4)ncnc32)cc1C	0.7%	-16.0%[10.9 µM]	-21.1%	-1.2%
Cc1ccc(N(C(C)C(=O)N2CCC(C)CC2)S(C)(=O)=O)cc1C (stereo unspecified)	-1.9%	-17.2%	1.8%	7.7%
O=C(C1CCN(S(=O)(=O)c2cccc3cccnc23)CC1)N1CCc2ccccc21	-1.1%	-11.6%	-8.9%	-1.0%
COc1ccc(-n2c(=O)cnc3cnc(Nc4ccccc4)nc32)cc1	-4.2%[11.4 µM]	.	12.4%	6.6%
O=C(CCNS(=O)(=O)c1ccc2c(c1)CCC(=O)N2)NCc1ccc2c(c1)OCO2	0.3%	-16.7%	-0.2%	1.2%
CC(C)CCCC(C)C1CCC2C3C(=O)C=C4CC(O)CC[C@@]4(C)C3CC[C@@]12C (stereo partly specified)	.	-5.7%	2.3%	2.2%
O=C(O)C1CCCCC1C(=O)NCCCc1ccccc1 (stereo unspecified)	-3.2%	8.9%	5.1%	4.2%
CC(C)[C@@H](OCc1ccccc1)[C@H](C)/C=N\O[C@@H](C)c1cn([C@H](CO)Cc2ccccc2)nn1	.	.	8.2%&13.7%[9.22 µM]	-3.5%&0.3%[9.22 µM]
CCCCOc1ccc(C(=O)Nc2cc(-c3ccc(C)cc3)no2)cc1	?	-11.5%[10.9 µM]	21.3%	10.2%
CCOc1ccc(C(=O)N(Cc2sccc2C)C2CCS(=O)(=O)C2)cc1 (stereo unspecified)	0.0%	-8.5%[10.9 µM]	-5.3%	1.0%
CCOc1ccccc1NC(=O)CSc1ccc2nc(-c3ccccc3)cn2n1	-0.9%	-16.3%[10.9 µM]	-27.3%	-2.2%

A few values from above.
Cc1ccccc1S(=O)(=O)Cc1ccc(C(=O)NCCCN2CCN(C)CC2)o1 | Peg3 imprint: -7.4%
CCCCOc1ccc(C(=O)Nc2cc(-c3ccc(C)cc3)no2)cc1 | p53ts 32C tox: 10.2%
CCOc1ccc(CCNC(=O)c2cc(C)nc3c2c(C)nn3-c2cccc(F)c2)cc1 | Peg3 imprint: -2.0%[10.9 µM]
O=C(CCNS(=O)(=O)c1ccc2c(c1)CCC(=O)N2)NCc1ccc2c(c1)OCO2 | p53ts 32C tox: 1.2%
COc1ccc(-n2c(=O)cnc3cnc(Nc4ccccc4)nc32)cc1 | p53ts 32C tox: 6.6%
CCOc1ccc(C(=O)N(Cc2sccc2C)C2CCS(=O)(=O)C2)cc1 (stereo unspecified) | p53ts 32C tox: 1.0%
Cc1ccc(-n2ncc3c(NCCC4=CCCCC4)ncnc32)cc1C | p53ts 39C tox: -21.1%
